# From PubChem BioAssay
# AID2073: disruptors of CaV2.2 binding to Mint1 – biochemical, HTRF (AID 2073). HTRF protein-protein interaction, Mint1-CaV2.2; higher % means a stronger effect. inhibition, % at 20 µM, or IC50 in µM where a hit was titrated. 290,000 compounds, 0.19% hits; in the data active means inhibition mostly above about 51%, no sharp cut-off; inconclusive means no clear call, values can overlap the other calls; inactive means mostly below about 53%; further: some results filed as inactive read as strong as hits
# XIAP antagonists: XIAP antagonists, biochemical, IAP family, fluorescence polarization (AID 1018); XIAP BIR domain, fluorescence polarization peptide displacement; higher % means a stronger effect; displacement, % at 20 µM; hits with a dose series show IC50 in µM; 200,000 compounds, 0.007% hits; in the data active means displacement above about 50%; further: a part of the inactive calls stands beside numbers as strong as those of hits
# human PMI inhibition: inhibitors of human PMI, primary screen, biochemical, fluorescence intensity, coupled assay (AID 1209); 190,000 compounds, 0.42% hits; one-dose inhibition, % at 20 µM; IC50 in µM for titrated hits; purified PMI enzyme, coupled fluorescence intensity; higher % means a stronger effect;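 further: plate controls were DMSO vehicle for no effect and wells lacking substrate for full effect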
# P. falciparum M17LAP: P. falciparum M17LAP inhibitors, primary screen, biochemical, fluorogenic H-Leu-NHMec substrate, 1536-well (AID 1619); recombinant M17LAP, H-Leu-NHMec fluorogenic kinetic assay; higher % means a stronger effect; one-dose inhibition, % at 30 µM; IC50 in µM for titrated hits; 220,000 compounds, 0.38% hits;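 active means compound inhibiting the enzyme by more than half at any dose during confirmatory dose-response retesting; inconclusive means strong single-dose inhibitors picked by rank but not retested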;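 further: plate controls were full reaction with DMSO carrier for no effect and no enzyme background for full effect; strong numbers were not always called active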
# Siah-1 displacement: Siah-1 peptide-binding antagonists, primary screen, biochemical, fluorescence polarization, rhodamine-plectin, uHTS (AID 1817); one-dose displacement, % at 20 µM; IC50 in µM for titrated hits; 290,000 compounds, 0.02% hits; Siah-1 / rhodamine-plectin peptide fluorescence polarization; higher % means a stronger effect;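 active means displacement of at least 50% at 20 µM, with a fluorescence ratio check between 0.3 and a set limit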;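 further: plate controls were Siah plus tracer with DMSO for no effect and tracer alone without Siah for full effect; strong numbers were not always called active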
# M1AAP inhibition: P. falciparum M1AAP inhibitors, biochemical, fluorogenic H-Leu-NHMec substrate, 1536-well (AID 1445) | recombinant M1AAP, H-Leu-NHMec fluorogenic kinetic assay; higher % means a stronger effect | 220,000 compounds, 0.42% hits | one-dose inhibition, % at 30 µM; IC50 in µM for titrated hits;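 active means primary inhibition above the hit cutoff, then over 50% inhibition at one or more dose response concentrations, cut at about 23% in these data, passing the limit was not always enough; inconclusive means conflicting primary data, or primary hits not chosen for dose response; inactive means low primary inhibition, or under 50% at every dose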;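 further: plate controls were DMSO full reaction for no effect and no enzyme background for full effect; strong numbers were not always called active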
# Dynein cargo inh: dynein cargo transport inhibition | z-score, hits read low | AID 1381 | 3617.4 mouse cells, GR-EGFP nuclear translocation imaging; test concentration mostly 20 µM; stimulated with dexamethasone, 1 µM; active compounds read low | 220,000 compounds, 0.47% hits;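 active means plate z-score of nuclear minus cytoplasmic receptor signal below a set negative limit, without overly bright fluorescence or cell loss, cut at about -3.5 in these data, passing the limit was not always enough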;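 further: z-score of nuclear minus cytoplasmic ring GR-EGFP intensity difference per well; some compounds called inactive have numbers as strong as hits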
#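 Medium: Induction medium lacking tetracycline, stripped serum | Probe or stimulus: 1.0 µM final dexamethasone stimulus | Schedule: 48 h induction, then 1 h compound, then 30 min agonist, 37 °C | Signal: Automated 10x imaging of fixed Hoechst-stained cells | Evaluation: Per-cell GR-EGFP intensity, nucleus versus surrounding cytoplasmic ring, well-averaged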
# PMI inhibition: human PMI inhibitors, high substrate, primary screen, biochemical, fluorescence intensity, high mannose 6-phosphate (AID 1220); recombinant PMI enzyme, coupled fluorescence intensity; higher % means a stronger effect; inhibition, % at 20 µM, or IC50 in µM where a hit was titrated; 190,000 compounds, 0.66% hits
# LYP inhibition: inhibitors of LYP phosphatase, biochemical, fluorescence intensity, uHTS (AID 1779) | inhibition, % at 11.5 µM, or IC50 in µM where a hit was titrated | 290,000 compounds, 0.054% hits | recombinant LYP phosphatase, fluorescence intensity; higher % means a stronger effect;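 further: plate controls were vehicle with enzyme for no effect and no enzyme for full effect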
# Dynein cargo inh cytoplasmic EGFP: further read-out of Dynein cargo inh, marked with its call; z-score; measured here: cytoplasmic GR-EGFP intensity; active compounds read high
# Dynein cargo inh nuclear GR-EGFP: recorded beside Dynein cargo inh, whose call it bears; z-score; measured here: nuclear GR-EGFP intensity;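 lower value marks the stronger effect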
# Dynein cargo inh cell count: also measured in Dynein cargo inh; calls as there; z-score; measured here: cell count per field
# An asterisk follows results filed as active; i = inactive; ? = inconclusive; · = no result given. Unless noted, no stated cut-off is given here; in the data, active means inhibition above about 50%; inactive means the rest. Compounds as they come. About 2.1% of those tested had a hit in this group.
SMILES,AID2073,XIAP antagonists,human PMI inhibition,P. falciparum M17LAP,Siah-1 displacement,M1AAP inhibition,Dynein cargo inh,Dynein cargo inh cytoplasmic EGFP,Dynein cargo inh nuclear GR-EGFP,Dynein cargo inh cell count,PMI inhibition,LYP inhibition
CCN(CC)CCN1C(=O)C(=O)/C(=C(/O)c2ccc(OC(C)C)cc2)C1c1cccs1 (stereo unspecified),12%,·,·,-4%,-3%,4%,-0.51,-0.2,0.17,0.97,·,0%
O=C(N/N=C/c1ccc(Cl)cc1Cl)Nc1ccccc1,-2%,-4.4%,-12%,3%,-2%,-7%,-0.69,-0.2,-0.4,1.7,7%,-3%
COc1ccc(CCNC2=NCC(C)S2)cc1 (stereo unspecified),2%,-1.0%,-7%,-5%,3%,0%,0.23,-0.21,-0.12,-0.16,-1%,-8%
CCOC(=O)c1c(NC(=O)CSc2nc3cc(Cl)ccc3c(=O)n2Cc2ccco2)sc(C(=O)N(C)C)c1C,5%,-7.5%,12%,-2%,-4%,12%,-0.92,-0.26,-0.56,0.96,11%,12%
COc1ccc(C2CC(=O)C(C3NCCc4ccccc43)=C(O)C2n2cncn2)cc1 (stereo unspecified),-16%,-4.0%,-11%,2%,-3%,-1%,-0.2,-0.37,-0.65,-0.098,6%,17%
COc1cccc2sc(Nc3nnc(-c4ccccc4Cl)o3)nc12,?,-0.7%,-9%,7%,-3%,-13%,-0.084,-0.08,0.23,0.2,-9%,5%
COc1cc(OC)cc(C(=O)N(CN2CCCC2=O)c2ccccc2OC)c1,-4%,-0.8%,-2%,3%,7%,2%,0.92,-0.13,0.53,-0.63,4%,-3%
COCCSc1ccccc1C(=O)NCc1ccc(S(N)(=O)=O)cc1,-5%,-2.1%,-4%,3%,1%,4%,-1.1,-0.11,-0.27,0.57,-15%,-11%
O=C(CN1C(=O)NC2(CCCCC2)C1=O)Nc1ccc(F)cc1,-8%,1.6%,-15%,4%,-2%,3%,-0.62,-0.33,-0.32,0.73,-10%,-8%
CC(C)=CCSc1nnc(CCNC(=O)OC(C)(C)C)o1,-5%,-5.0%,-1%,6%,-6%,3%,-0.57,-0.17,0.2,-1.4,-6%,-4%
O=C(COC(=O)c1ccc(S(=O)(=O)Nc2ccccc2)cc1)NCC1CCCO1 (stereo unspecified),-4%,·,·,·,16%,·,-0.088,-0.1,-0.18,-0.17,·,-6%
O=C(/C=C\c1ccco1)Oc1cccc2cccnc12,13%,-4.4%,-3%,1%,10%,4%,1.9,-0.087,1.6,-1.3,34%,0%
CCc1ccccc1NC1c2ccccc2C(=O)N1c1cc(C)ccn1 (stereo unspecified),15%,-5.9%,-3%,2%,25%,3%,0.19,-0.19,0.44,0.022,5%,-2%
Clc1ccc(C2[C@H]3CN(Cc4cccnc4)[C@H](c4ccccc4)C34CC2(c2ccccc2)C4)cn1 (stereo partly specified),2%,·,·,-3%,1%,6%,0.0032,-0.74,-0.05,-0.35,·,6%
CC(C)c1ccc(NC(=S)NNC(=O)C2CC2)cc1,-23%,-4.0%,-6%,-2%,-6%,-12%,-0.72,-0.11,-0.23,0.6,-10%,-1%
CCCCn1c(=O)c(CCC(=O)OCC(=O)Nc2ccc(F)c(Cl)c2)nc2ccccc21,0%,2.1%,21%,14%,7%,10%,-0.63,-0.22,-0.33,1.2,11%,-3%
CCOC(=O)c1c(NC(C)=O)sc2c(O)c(Br)ccc12,0%,-8.9%,21%,-15%,0%,9%,0.63,-0.25,0.41,-0.61,14%,-5%
CCn1c(=N)c(C(=O)NCCCOC)cc2c(=O)n3cccc(C)c3nc21,?,-2.5%,-3%,i,-2%,50µM*,-0.69,-0.27,0.31,-0.23,-3%,-55%
Cc1ccc2c(CN3CCCc4ccccc43)cc(=O)oc2c1C,-3%,-5.1%,-83%,12%,4%,21%,-0.14,-0.25,0.11,-0.11,-125%,-6%
Cc1ccsc1/C=N/Nc1nc2ccccc2[nH]1,-19%,-2.9%,-5%,6%,-13%,2%,0.78,-0.16,0.6,-1.3,-10%,9%
Cc1cc(C)c(C)c(S(=O)(=O)NCC(=O)O)c1C,-5%,-2.8%,-1%,0%,-2%,4%,0.83,-0.25,0.52,0.092,0%,-9%
O=C1CCCC2=C1C(c1ccncc1)c1c(nc(SCc3ccccc3)[nH]c1=O)N2 (stereo unspecified),6%,-0.3%,4%,-1%,0%,10%,0.71,-0.27,0.12,0.96,0%,0%
O=C1OC(c2ccccc2)=C/C1=C/c1cccs1,4%,-4.8%,-8%,21%,1%,12%,-0.27,-0.27,-0.35,0.55,-1%,1%
FC(F)(F)c1ccccc1NC1=NCCC1,1%,-6.1%,-23%,7%,-2%,6%,-0.63,-0.16,-0.46,-0.46,-18%,-4%
O=C(/C=C/c1ccccc1)NC1CC2CCC1C2 (stereo unspecified),-4%,-5.3%,-7%,-2%,5%,2%,0.35,-0.24,0.3,0.45,-7%,-5%
COc1cccc(C=Nc2cc(C)on2)c1O,-4%,0.7%,14%,2%,1%,1%,1.4,-0.13,1.3,-0.49,11%,-2%
O=C(Nc1nnc(SCc2ccc(F)cc2)s1)c1cnccn1,2%,-9.7%,-16%,0%,1%,14%,0.1,0.29,0.66,-0.13,-11%,1%
Cc1ccc(C2CCN(C(=S)Nc3cccc(C)c3)C2)cc1 (stereo unspecified),-12%,-1.3%,13%,2%,5%,12%,-0.12,-0.28,-0.16,0.26,13%,-1%
CCCCNc1c([N+](=O)[O-])c(=O)n(C)c2ccccc12,-4%,-12%,5%,-6%,6%,1%,-0.6,-0.32,-0.086,0.56,9%,-3%
O=C(c1c(F)cccc1F)N1CCN(c2ncccn2)CC1,3%,-0.6%,1%,-1%,-2%,8%,0.25,-0.19,0.45,0.51,-2%,0%
CCOC(=O)CN1C(=O)S/C(=C/C=C/c2ccc(N(C)C)cc2)C1=O,10%,15%,12%,-2%,-6%,13%,-2.7,1.6,-0.69,0.79,6%,10%
O=C(Nc1ccc2c(c1)OCCO2)c1ccco1,4%,-3.4%,12%,-10%,2%,6%,0.21,-0.27,0.82,-0.18,12%,-2%
N#Cc1c(-c2ccc(F)cc2)nc(-c2ccccc2)[nH]c1=O,27%,-2.5%,-7%,0%,-4%,5%,-0.44,-0.24,-0.07,0.44,2%,1%
O=C(NCc1ccc2c(c1)OCO2)c1ccc(N2CCCCCC2)c([N+](=O)[O-])c1,8%,-8.8%,10%,-7%,-4%,2%,1.5,-0.26,0.39,-0.11,2%,-3%
COc1ccc(/C=N/Nc2nn3cnnc3c3ccccc23)cc1,7%,·,·,21%,-9%,12%,1.2,-0.0085,0.47,-1.3,·,3%
O=C(NCC1([N+](=O)[O-])CN(C(=O)c2ccccc2)CN(C(=O)c2ccccc2)C1)c1ccccc1,-3%,-4.3%,0%,5%,0%,2%,-0.37,-0.29,-0.013,1.6,-2%,-2%
O=C1Nc2ccc(Br)cc2C1(O)Cc1ccccn1 (stereo unspecified),14%,-2.9%,-8%,5%,-5%,4%,-0.043,-0.21,0.29,-0.57,-6%,-6%
CCn1c(/C=C/N(C(C)=O)c2ccccc2)[n+](CCCS(=O)(=O)[O-])c2cc(Cl)c(Cl)cc21,1%,-5.0%,·,6%,23%,-3%,0.49,-0.22,0.15,-0.26,·,0%
CCCCN(C)C(=O)CCC(=O)Nc1ccc2nc(N3CCN(C)CC3)cc(C)c2c1,43%,-12%,-8%,2%,-2%,4%,0.57,-0.28,1.2,-1.5,-5%,-5%
CC(=O)c1c(C)[nH]c(C(=O)N2CCN(c3cc(Cl)ccc3C)CC2)c1C,-4%,0.0%,7%,-3%,3%,-6%,-0.34,-0.32,-0.3,0.11,4%,6%
O=C(COC(=O)CNC(=O)c1cccc(F)c1)NCCC1=CCCCC1,6%,0.1%,-5%,5%,4%,9%,-0.25,-0.28,-0.13,0.2,-6%,-3%
O=C1C2C3C=CC(C4CC34)C2C(=O)N1/N=C/c1ccc([N+](=O)[O-])s1 (stereo unspecified),5%,-4.3%,-8%,-4%,8%,-2%,-0.24,-0.19,-0.15,1.2,-6%,0%
CC(C)C[C@H](NC(=O)N1CCN(c2ccccc2)CC1)C(=O)O,22%,-6.7%,-2%,11%,13%,8%,-0.76,-0.35,-0.17,0.95,-2%,-3%
O=C(Nc1ccc([N+](=O)[O-])cc1Br)c1cccnc1,?,-5.4%,4%,-3%,-3%,10%,2.2,0.66,0.8,-0.92,9%,1%
O=C(N/N=C/c1ccco1)c1cc(=O)[nH]c2ccccc12,10%,0.0%,-8%,-1%,-2%,6%,-0.015,-0.29,0.45,0.19,-12%,2%
CC(C)c1nc2oc3c(=O)[nH]cnc3c2c2c1COC(C)(C)C2,20%,·,·,-2%,-10%,1%,0.67,-0.24,0.34,0.36,·,-2%
O=C(Nc1ccccc1)Nc1nnc(-c2ccccc2)o1,48%,-5.7%,-17%,-2%,-7%,7%,0.45,0.75,1.4,0.1,4%,-10%
Cc1ccc(C(=O)Nc2ccc(S(=O)(=O)N3CCCC3)cc2)s1,0%,0.1%,5%,3%,-2%,7%,-0.34,0.031,0.21,-0.15,1%,-4%
Cc1nc(N2CCOCC2)nc(Oc2ccccc2F)c1[N+](=O)[O-],-3%,·,·,5%,2%,11%,0.19,-0.27,0.036,0.048,·,-2%
C=CCOc1ccc(C=Nc2cccc(Cl)c2)c(O)c1,8%,-14%,17%,1%,-2%,10%,-0.26,-0.32,-0.34,0.79,22%,-6%
